Compound activity: PubChem, National Center for Advancing Translational Sciences (NCATS)
Nrf2 inh: blocks Nrf2 signaling; 360,000 compounds, 2.1% hits; Potency, µM (doses to about 46 µM), inactives show at the top dose activity change, negative = inhibition, hits mostly inhibitors; A549 ARE-Fluc reporter, luciferase luminescence, 18-24 h; AID 504444; also: potency is read from the fitted curve at half-maximal effect; % is scaled to controls: 0 for no effect and ±100 for the full control effect; nearly all actives have a fitted effect of over 60% in size
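Quantitative HTS in A549 cells stably bearing an antioxidant response element-firefly luciferase construct. Inhibition of Nrf2-driven transcription was scored by luminescence after 18-24 h of compound exposure at 37 °C.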
EPAC2 antag: antagonists of human EPAC2 | Q8WZA2 | EPAC2 GEF exchange of Rap1B-BODIPY-GDP, fluorescence | Potency, µM (top dose mostly 114 µM), inactives show at the highest dose activity, negative = inhibition, actives largely listed as inhibitors | 360,000 compounds, 0.18% hits; also: potency is read from the fitted curve at half-maximal effect; % is scaled to controls: 0 for no effect and ±100 for the full control effect; nearly all actives have a fitted effect of over 45% in size; many of its hits are not listed in these tables
Target sequence (Q8WZA2 whole entry, looked up): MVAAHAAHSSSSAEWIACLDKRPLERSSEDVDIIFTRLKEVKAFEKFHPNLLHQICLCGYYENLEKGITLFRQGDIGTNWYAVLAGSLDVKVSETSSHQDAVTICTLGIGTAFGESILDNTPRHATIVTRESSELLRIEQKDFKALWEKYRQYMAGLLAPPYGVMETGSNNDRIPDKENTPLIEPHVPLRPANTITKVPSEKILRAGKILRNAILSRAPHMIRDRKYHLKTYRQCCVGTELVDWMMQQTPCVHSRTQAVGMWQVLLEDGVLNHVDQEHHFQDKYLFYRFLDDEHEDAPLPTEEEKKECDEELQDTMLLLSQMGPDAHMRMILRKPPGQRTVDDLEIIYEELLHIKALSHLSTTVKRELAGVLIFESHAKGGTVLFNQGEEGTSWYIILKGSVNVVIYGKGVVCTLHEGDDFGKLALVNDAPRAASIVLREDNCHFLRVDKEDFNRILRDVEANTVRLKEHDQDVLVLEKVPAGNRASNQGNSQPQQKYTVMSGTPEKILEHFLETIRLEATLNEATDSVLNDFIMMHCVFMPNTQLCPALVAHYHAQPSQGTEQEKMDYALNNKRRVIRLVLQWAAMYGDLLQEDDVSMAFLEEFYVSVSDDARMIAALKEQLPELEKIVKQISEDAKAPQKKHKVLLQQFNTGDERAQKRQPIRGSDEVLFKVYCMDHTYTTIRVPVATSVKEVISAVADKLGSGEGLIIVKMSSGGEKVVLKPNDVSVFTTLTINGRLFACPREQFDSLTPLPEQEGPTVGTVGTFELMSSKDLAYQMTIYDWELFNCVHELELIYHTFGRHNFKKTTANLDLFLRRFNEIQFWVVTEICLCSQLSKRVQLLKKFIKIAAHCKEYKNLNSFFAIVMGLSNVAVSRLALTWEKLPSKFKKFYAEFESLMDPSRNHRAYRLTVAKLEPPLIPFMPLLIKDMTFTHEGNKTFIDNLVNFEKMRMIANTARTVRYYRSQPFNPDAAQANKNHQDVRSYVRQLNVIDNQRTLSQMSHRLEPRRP
Akt phos inh: inhibitors of Akt phosphorylation | AID 651550 | 360,000 compounds, 0.32% hits | activity change, % for hits at 50 µM | Neuro2A IGF-stimulated pAkt S473 HTRF, 20 min; stronger effect = lower value; in the data active = activity change below about -80%; inconclusive = mostly about -51% to -80%; also: % is scaled to controls: 0 for no effect and ±100 for the full control effect
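Single-point screen (50 µM final compound) in Neuro2A cells stimulated 20 min with 6 nM IGF at 37 deg C. After lysis, Ser473-phosphorylated Akt read by HTRF (ex 330 nm, em 615/665 nm) as the 665/615 ratio.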
CCT modulator: modulators of cytosolic chaperonin (CCT/TRiC) activity; purified chaperonin ATPase assay, HTRF ADP detection, 30 min; 360,000 compounds, 0.3% hits; AID 651819; activity change, % (test concentration not listed), hits read low; in the data active = activity change below about -30%; also: % is scaled to controls: 0 for no effect and ±100 for the full control effect
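ATPase activity: ADP formed was measured by HTRF Transcreener (665/615 nm ratio) after 30 min at 37 deg C with 10 uM ATP. Compounds screened at one 76 uM concentration against 40 or 20 nM TRiC in Tris pH 7.4/KCl/MgCl2/DTT buffer.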
EPAC2 ag: agonists of human EPAC2 (RAPGEF4); Q8WZA2; EPAC2 activation, biochemical qHTS; response scale: 100% = 6.5 mM cAMP response; Potency, µM (series often up to 154 µM), inactives show at the highest dose activation, actives largely listed as activators; 360,000 compounds, 0.079% hits; also: potency is read from the fitted curve at half-maximal effect; nearly all actives have a fitted effect of over 50% in size
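Guanine nucleotide exchange by EPAC2 is measured as reduced fluorescence of BODIPY-GDP once it is released from 250 nM Rap1B. Plates are read kinetically for 30 min at room temperature; results are scaled to 6.5 mM cAMP.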
Nrf2 activator: Nrf2 pathway activation | AREc32 ARE-luciferase reporter (MCF7-derived line), luminescence, 24 h | Potency, µM (titrated, usually from 46.1 µM), inactives show at the top dose activation, actives largely listed as activators | 410,000 compounds, 0.31% hits | AID 624171; also: potency is read from the fitted curve at half-maximal effect; % of control where 0% means no effect; nearly all actives have a fitted effect of over 65% in size
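Steps: seed AREc32_Fluc cells (1000/well, 5% FBS OPTI-MEM); incubate overnight at 37 deg C; add 23 nL compound; incubate 24 hr; add Steady-Glo; hold 30 min RT; read luminescence.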
Mm-Cpn inhibitor: blocks the Methanococcus maripaludis chaperonin Mm-Cpn; purified Mm-Cpn ATPase, ADP Transcreener TR-FRET; Potency, µM (titrated, usually from 76.9 µM), without a hit: top-dose activity, negative = inhibition, actives largely listed as inhibitors; 330,000 compounds, 0.031% hits; AID 504842; also: potency is read from the fitted curve at half-maximal effect; % is scaled to controls: 0 for no effect and ±100 for the full control effect; nearly all actives have a fitted effect of over 80% in size
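Quantitative HTS used 25 nM Mm-CPN and 10 uM ATP in magnesium/KCl Tris buffer, pH 7.4, with 1 mM DTT. Hydrolysis ran 30 min at 37°C; ADP was read by HTRF.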
A549 viability: counter-screen for Nrf2 inhibitors: cytotoxicity in A549 cells. A549 ARE-Fluc cells, CellTiter-Fluor viability, 18-24 h. 390,000 compounds, 0.16% hits. Potency, µM (doses to about 46 µM), for the others: at the top dose activity change, negative = cytotoxicity, usual class: inhibitors; also: potency is read from the fitted curve at half-maximal effect; % is scaled to controls: 0 for no effect and ±100 for the full control effect
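A549 ARE-Fluc cells in 5% FBS OPTI-MEM, 5000 cells/well, rested 2 h then exposed to compounds in concentration-response for 18-24 h at 37 °C. Viability by CellTiter-Fluor fluorescence (Ex 405/Em 525) after 30 min; luciferase luminescence (BugLite, 15 min, RT) read afterwards.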
TGFb inhibitor: inhibitors of TGF-b signaling. HepG2 CAGA-GFP TGF-b/SMAD3 reporter, GFP fluorescence, 18 h; TGF-beta stimulated, 500 pg/mL final. Potency, µM (series often up to 46.1 µM), without a hit: at the top dose activity, negative = inhibition, actives largely listed as inhibitors. 410,000 compounds, 1.2% hits. AID 588855; also: potency is read from the fitted curve at half-maximal effect; % is scaled to controls: 0 for no effect and ±100 for the full control effect; nearly all actives have a fitted effect of over 65% in size
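Smad-responsive CAGA-GFP expression was quantified in HEPG2 cells exposed to compounds and 500 pg/mL final TGF-beta for 18 h at 37 degrees C; unstimulated wells defined full inhibition.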
The depositor's hits bear a star; i = inactive; ? = inconclusive; nt = not tested or not shown; [ ] = another dose, or the depositor's remark. Unless noted, calls follow the shape of the dose curve; as a rule, active = well fitted curve in the direction sought with a large enough effect; inconclusive = small, poorly fitted or top-dose-only effect, or another doubt; inactive = no such curve, though single readings can be large; an effect the other way counts as inactive or inconclusive.

The line under a structure holds: Nrf2 inh | EPAC2 antag | Akt phos inh | CCT modulator | EPAC2 ag | Nrf2 activator | Mm-Cpn inhibitor | A549 viability | TGFb inhibitor
CS(=O)(=O)N(CC(=O)N1CCCCCC1)c1ccc2c(c1)OCCO2
→ -5% | 17% | i | -0.5 | 4% | -0.3% | -1% | 1% | -2%
O=c1ccn([C@@H]2O[C@H](CNCc3ccccc3OCc3ccc(Cl)cc3Cl)[C@@H](O)[C@H]2O)c(=O)[nH]1
→ nt | 3% | i | -0.8 | 4% | 3.5% | nt | nt | ?
C/C=C/C=C/C(=O)OC(C)C(=O)Nc1cc([N+](=O)[O-])ccc1OC (stereo not given)
→ -3% | -4% | i | 1.8 | 9% | 13% | -6% | 1% | 0%
CCCC(C)c1nnc(NC(=O)CN2C(=O)c3ccccc3C2=O)s1 (stereo not given)
→ 0% | -6% | i | 1.5 | 1% | -1.2% | 3% | 2% | 0%
Nc1cccnc1Sc1cccc(Cl)c1
→ 1% | 11% | i | -0.1 | 3% | 3.7% | -3% | 12% | -1%
Cc1cc2nc3n(c2cc1C)CC1CC(C(=O)NCCC(C)C)N(C)C31 (stereo not given)
→ 10% | 18% | i | -1.1 | 7% | 0.2% | 1% | -2% | -19%
CCN1CCN(c2ccc(S(=O)(=O)N3CCOCC3)cc2NC(=O)c2cc(Cl)nc3ccccc23)CC1
→ 5% | 7% | i | -12 | 0% | 0.3% | 1% | -5% | 14%
COC(=O)Cn1nc(-c2ccccc2)c2ccccc21
→ -11% | 0% | i | -3.6 | -3% | -0.3% | -5% | -2% | -20%
CCOC(=O)c1sc(NC(=O)c2cc3ccccc3o2)nc1C
→ ? | 4% | i | -1.4 | -10% | -2.5% | 0% | 3% | 8%
CCOC(=O)C1=C(C)C/C(=N\NC(=O)c2ccccc2O)CC1
→ -6% | -6% | i | 0.2 | -1% | 3.1% | -1% | -6% | -14%
COC(=O)C1(CO)NC(c2ccc(C)cc2)C2C(=O)N(c3ccccc3)C(=O)C21 (stereo not given)
→ -1% | 3% | i | -2.8 | -3% | -0.8% | -2% | -5% | -3%
COc1ccc(/C(=N/O)C(C)(C)NO)cc1
→ 8% | -5% | i | -1.2 | 5% | 0.1% | 0% | 4% | 7%
COc1ccc(CN(C)Cc2ccccc2)c(OC)c1OC
→ -3% | 9% | i | -0.9 | -5% | -0.8% | 0% | 0% | -18%
COc1ccccc1S(=O)(=O)N1CCNC(=O)C1
→ 1% | 19% | i | 0.2 | 4% | 0.1% | 2% | 0% | -2%
CC1(C(=O)NS(=O)(=O)c2cccc(Cl)c2)CCN1C(=O)c1ccccc1CCc1ccccc1 (stereo not given)
→ nt | 3% | i | -1.4 | 1% | 0.5% | nt | nt | 2%
CCOC(=O)c1ccc(NC(=O)CC2C(=O)N(c3ccccc3)C(=O)N2Cc2ccc(C)cc2)cc1 (stereo not given)
→ ? | nt | nt | nt | nt | 7.4% | nt | -12% | -33%
O=C(CCSc1nnc(-c2ccncc2)o1)Nc1ccccc1Cl
→ -30% | -2% | i | 1.8 | 8% | 0.3% | nt | -2% | 5%
CN1C(C(=O)NCc2cccc(C(F)(F)F)c2)CC2Cn3c(nc4cc(Cl)c(Cl)cc43)C21 (stereo not given)
→ 8% | -3% | i | -0.7 | 7% | 0.0% | 1% | 1% | ?
Cc1cccc(-n2nc(C)c3c2NC2=C(C(=O)CCC2)C3c2ccccn2)c1 (stereo not given)
→ -22% | 0% | i | -3.2 | 9% | 4.2% | 0% | -8% | 1%
CCOC(=O)c1c(C)c(C(=O)NCc2ccc(OC)cc2)c(C)n1C
→ -26% | -3% | i | 1.4 | 0% | 0.1% | -1% | -1% | 0%
O=C(Nc1ccccc1)c1cccc2c(Br)cccc12
→ 2% | -3% | i | -28 | 0% | 9.3% | -1% | 0% | -5%
CN(C)C(=O)CCc1ccc2c3c([nH]c2c1)[C@]1(CCC2CCCC2)[C@@H](C(=O)N2CCOCC2)C[C@H](CC(=O)NCCC2=CCCCC2)C(=O)N1CC3
→ ? | -4% | i | -1.0 | -6% | 0.0% | 2% | ? | ?
O=c1[nH]c(=S)[nH]c2c1C(c1ccc(F)cc1)OC(CCOCc1ccccc1)C2 (stereo not given)
→ nt | 5% | i | -1.6 | 8% | 0.3% | nt | nt | -9%
O=C(O)[C@H](Cc1ccccc1)N1Cc2ccccc2C1=O
→ 2% | 14% | i | 0.3 | 19% | -0.3% | -7% | -2% | -1%
O=C(Cn1cc(SCc2cccc(Cl)c2)c2ccccc21)N1CCCCCC1
→ ? | nt | nt | nt | nt | 1.1% | nt | 3% | 0%
O=C(CSc1nnc(-c2cccc(Cl)c2)o1)N1CCc2ccccc21
→ 12% | nt | nt | nt | nt | -0.4% | nt | -1% | 2%
CC(C)c1ccc(O)c(NC(=O)c2cncc(Br)c2)c1
→ 6% | 2% | nt | -1.9 | -6% | ? | 1% | -10% | 0%
N#CCCn1cc(C(=O)Nc2ccc(C(=O)O)cc2)c(-c2cc3ccccc3o2)n1
→ -25% | 3% | i | 1.8 | 2% | 0.1% | -1% | -3% | 0%
Cc1ccc(NC(=S)NNS(=O)(=O)c2ccc3ccccc3c2)cc1Cl
→ ? | -4% | i | 2.3 | 12% | 0.2% | -5% | 3% | -9%
CCOc1ccc(NC(=O)NCCCN2CCN(c3ccc(OC)cc3)CC2)cc1
→ 7% | nt | nt | nt | nt | 0.5% | nt | 0% | -13%
COc1cccc(-c2nc3c(c(=O)[nH]c(=O)n3Cc3ccccc3)n2CCO)c1OC(F)F
→ 7% | -7% | i | -2.4 | 7% | 2.5% | 1% | 3% | 11%
O=C(N/N=C/C(Cl)=C/c1ccccc1)c1ccncc1
→ -5% | 5% | i | -12 | -1% | 22µM* | -16% | -7% | -1%
NC(=O)C1CCN(C(c2ccccc2F)c2nnnn2Cc2ccco2)CC1 (stereo not given)
→ 5% | 0% | i | 0.6 | 1% | 3.1% | 2% | -5% | 42%[activator]
O=C(Cc1ccccc1)NNC(=S)Nc1ccccc1
→ 14% | 14% | i | 0.2 | 6% | -0.2% | 0% | 2% | 2%
COc1cccc(NC(=S)NC2CC3CCCC(C2)N3C2CCCC2)c1 (stereo not given)
→ 9% | 10% | i | -1.7 | -3% | 0.4% | 1% | 0% | 3%
COc1ccc(NC(=O)N(C)C[C@@H]2OCc3cnnn3CCCC(=O)N([C@H](C)CO)C[C@@H]2C)c(OC)c1
→ nt | 1% | i | -1.3 | -3% | -0.5% | nt | nt | 13%
C[C@@H]1CCC(=O)N(C[C@@H](C)CSc2ccc(Br)cc2)CC1
→ 8% | -29% | i | 0.9 | 16% | -0.7% | 4% | 4% | ?
Cc1cc(S(=O)(=O)Nc2ccccc2C(=O)O)ccc1Cl
→ nt | 1% | i | -1.9 | -10% | -1.1% | 1% | 4% | 3%
CCN(CC)CCNC(=O)c1ccccc1C(=O)c1ncc[nH]1
→ nt | 6% | i | -0.7 | 15% | -1.8% | 0% | -3% | 8%
Cc1ccc(C(C)C)c(OCc2ccc(C(=O)N/N=C/c3cccc(O)c3O)cc2)c1
→ ? | 2% | i | 1.4 | -14% | 3.6% | 2% | ? | ?
O=C(C[C@H]1C/C=C\CC[C@H](Cc2ccc(F)cc2)C(=O)OC[C@@H](Cc2c[nH]c3ccccc23)NC1=O)NCCO
→ 9% | -7% | i | -0.4 | 2% | -2.2% | 0% | -1% | 0%
O=C(CNc1cccc2ccccc12)N/N=C/c1ccccn1
→ ? | -16% | i | 1.0 | 4% | 4.5% | -1% | 5% | 4%
Nc1c(C(=O)Nc2ccc3c(c2)OCCO3)nnn1Cc1ccccc1Cl
→ ? | -16% | i | -2.1 | 17% | 3.8% | -1% | 8% | 20%
Cc1cccc(C(=O)OCC(=O)N2CC(=O)Nc3ccccc32)c1C
→ -26% | -5% | i | -0.3 | 0% | 1.6% | -2% | -19% | 13%
O=C(C[n+]1ccccc1)Nc1ccccc1C(=O)O
→ -1% | 16% | i | -1.8 | 4% | -0.8% | 1% | 0% | -6%
COc1ccccc1/C=C/C=C1\Oc2c(ccc(O)c2CN2CCN(CCO)CC2)C1=O
→ 2% | 47%[activator] | i | 0.3 | ? | ? | -11% | -1% | 51%[activator]
COc1ccc(NC(=O)CSCC(=O)N(C)Cc2ccc3c(c2)OCCO3)cc1
→ 2% | 5% | i | -0.2 | -2% | 0.1% | 4% | 0% | 4%
CCC12C(=O)C(CC)(C(c3ccccc3)=C1c1ccccc1)[C@@H]1C(=O)N(c3ccccc3)C(=O)C12 (stereo not given in full)
→ 9% | 5% | i | 2.9 | -24% | 0.1% | 0% | 5% | 6%

Among those listed so far, 4 contain a COOH group.
The line under a structure holds: Nrf2 inh | EPAC2 antag | Akt phos inh | CCT modulator | EPAC2 ag | Nrf2 activator | Mm-Cpn inhibitor | A549 viability | TGFb inhibitor
O=C(O)[C@H](Cc1ccccc1)N1Cc2ccccc2C1=O
→ 2% | 14% | i | 0.3 | 19% | -0.3% | -7% | -2% | -1%
N#CCCn1cc(C(=O)Nc2ccc(C(=O)O)cc2)c(-c2cc3ccccc3o2)n1
→ -25% | 3% | i | 1.8 | 2% | 0.1% | -1% | -3% | 0%
Cc1cc(S(=O)(=O)Nc2ccccc2C(=O)O)ccc1Cl
→ nt | 1% | i | -1.9 | -10% | -1.1% | 1% | 4% | 3%
O=C(C[n+]1ccccc1)Nc1ccccc1C(=O)O
→ -1% | 16% | i | -1.8 | 4% | -0.8% | 1% | 0% | -6%

The list is partial; rates above refer to the full screens.
